EBNA-1 inhibitor: blocks EBNA-1 binding to DNA; EBNA-1 DNA binding, fluorescence polarization; inhibition, % at 14.8 µM; 300,000 tested, 0.34% active; AID 1950; in the data active means inhibition above about 28%
pPAFAH FP inh: pPAFAH (human) enzyme inhibition; recombinant pPAFAH, FP-rhodamine probe fluorescence polarization; 330,000 tested, 1.5% active; inhibition, % at 3.39 µM; Q13093;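 active means inhibition above the mean inhibition across the screen plus 3 SD, cut at about 25% in these data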;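 further: inhibitors block binding of the rhodamine activity-based probe so polarization drops; 0% = enzyme with DMSO and 100% = wells lacking pPAFAH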
Target sequence (Q13093 whole entry, looked up): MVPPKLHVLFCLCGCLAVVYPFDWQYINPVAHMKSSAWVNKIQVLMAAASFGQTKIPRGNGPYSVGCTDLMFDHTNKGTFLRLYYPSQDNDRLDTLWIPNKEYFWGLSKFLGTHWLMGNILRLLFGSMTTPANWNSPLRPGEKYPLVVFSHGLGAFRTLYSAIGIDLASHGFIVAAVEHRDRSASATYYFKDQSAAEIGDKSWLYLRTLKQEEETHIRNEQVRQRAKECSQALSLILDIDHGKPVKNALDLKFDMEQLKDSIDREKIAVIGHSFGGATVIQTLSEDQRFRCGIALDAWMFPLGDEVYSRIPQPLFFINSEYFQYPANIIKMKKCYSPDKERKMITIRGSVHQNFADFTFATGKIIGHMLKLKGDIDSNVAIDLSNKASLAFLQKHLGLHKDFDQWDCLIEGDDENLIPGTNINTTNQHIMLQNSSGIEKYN
LYPLA2 inh: counter-screen for PME1 inhibitors: inhibitors of human LYPLA2 | 320,000 tested, 0.38% active | O95372 | recombinant LYPLA2, FP-Rh probe fluorescence polarization | inhibition, % at 5.9 µM;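 active means inhibition above the screen-wide mean plus 3 SD, limit set per campaign, cut at about 26% in these data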;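 further: 0% = LYPLA2 with DMSO and 100% = wells lacking LYPLA2 enzyme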
Target sequence (O95372 whole entry, looked up): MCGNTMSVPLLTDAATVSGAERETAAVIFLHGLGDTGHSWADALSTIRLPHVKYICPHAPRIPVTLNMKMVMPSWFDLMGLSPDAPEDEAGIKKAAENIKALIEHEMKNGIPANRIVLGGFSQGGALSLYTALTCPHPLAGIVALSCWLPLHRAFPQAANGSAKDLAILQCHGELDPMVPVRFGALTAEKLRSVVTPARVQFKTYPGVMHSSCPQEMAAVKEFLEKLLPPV
PAFAH1B2 FP inh: inhibitors of human PAFAH1B2; P68402; recombinant PAFAH1B2, FP-rhodamine activity probe, fluorescence polarization; inhibition, % at 3.39 µM; 340,000 tested, 1.2% active; AID 492953;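 active means inhibition above the mean of all tested compounds plus 3 SD, cut at about 24% in these data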;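 further: 0% = enzyme with DMSO and 100% = wells lacking PAFAH1B2; many of its hits are not listed in these tables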
ZTA counter: blocks Epstein-Barr virus ZTA, an EBNA-1 counter-screen | P03206 | ZTA-DNA binding, fluorescence polarization | inhibition, % at 11 µM | 320,000 tested, 0.15% active; in the data active means inhibition above about 33%
PREPL inh: human PREPL enzyme inhibition | Q4J6C6 | recombinant PREPL, fluorescence polarization activity-based probe | inhibition, % at 5.96 µM | 320,000 tested, 0.68% active | AID 2751; in the data active means inhibition above about 43%;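 further: 0% = enzyme with DMSO and 100% = wells lacking enzyme; many of its hits are not listed in these tables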
PAFAH2 FP inh: inhibitors of human PAFAH2; Q99487; recombinant PAFAH2, FP-rhodamine activity probe, fluorescence polarization; inhibition, % at 3.39 µM; 340,000 tested, 0.99% active; AID 492956;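 active means inhibition above the mean over all tested compounds plus 3 SD, cut at about 30% in these data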;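 further: inhibitors block probe labeling of enzyme so polarization drops; 0% = enzyme with DMSO and 100% = wells lacking PAFAH2 protein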
PAFAH1B3 FP inh: inhibitors of human PAFAH1B3. Q15102. recombinant PAFAH1B3, FP-rhodamine probe, fluorescence polarization. inhibition, % at 3.39 µM. 340,000 tested, 0.28% active. AID 492972;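 active means inhibition above the screen-wide average of all tested compounds plus 3 SD, cut at about 25% in these data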;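 further: 0% = enzyme with DMSO only and 100% = wells lacking PAFAH1B3 protein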
LYPLA1 counter: counter-screen for PME1 inhibitors: inhibitors of human LYPLA1; O75608; recombinant LYPLA1, FP-Rh probe fluorescence polarization; inhibition, % at 5.9 µM; 320,000 tested, 0.16% active; AID 2174;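 active means inhibition above the mean of all tested compounds plus 3 SD, set per campaign, cut at about 14% in these data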;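 further: inhibitors block serine hydrolase probe labeling of LYPLA1 so polarization falls; 0% = enzyme with DMSO and 100% = wells lacking LYPLA1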
Target sequence (O75608 whole entry, looked up): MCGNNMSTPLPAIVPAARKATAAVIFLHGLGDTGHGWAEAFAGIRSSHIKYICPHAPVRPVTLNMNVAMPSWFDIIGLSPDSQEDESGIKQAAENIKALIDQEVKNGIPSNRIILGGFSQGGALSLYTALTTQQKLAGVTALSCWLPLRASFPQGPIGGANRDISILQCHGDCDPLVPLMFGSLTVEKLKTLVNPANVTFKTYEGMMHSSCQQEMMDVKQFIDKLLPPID
* marks the source's active call; other numbers are inactive results; / = not tested or not shown. These rows are one share of the data. The share of hits here may be higher or lower than overall.

SMILES	EBNA-1 inhibitor	pPAFAH FP inh	LYPLA2 inh	PAFAH1B2 FP inh	ZTA counter	PREPL inh	PAFAH2 FP inh	PAFAH1B3 FP inh	LYPLA1 counter
CC(C)(C)OC(=O)NCCCC[C@H](NC(=O)c1nc[nH]c1C(=O)N1CCN(c2ccccc2)CC1)C(=O)OC(C)(C)C	3	5	2	-3	1	18	1	9	7
Cc1ccc(NC2c3ncccc3C(=O)N2Cc2ccc(F)cc2)cc1 (configuration not stated)	6	-4	5	5	-7	8	3	11	2
CCn1c(SCC(=O)NNC(=O)c2ccccc2)nnc1-c1ccncc1	4	2	2	-1	0	-5	1	9	2
CCOC(=O)C1=C(C)Nc2nc(C)nn2C1c1ccc(OC)c(OC)c1 (configuration not stated)	9	-5	-6	7	-3	-2	3	6	4
Cc1ccc(C(CNC(=O)c2ccc(Br)o2)N2CCN(C)CC2)cc1 (configuration not stated)	0	2	4	3	-1	-6	4	5	1
CCC1CCCCN1Cc1nc2c(c(=O)n(C)c(=O)n2C)n1Cc1cccc2ccccc12 (configuration not stated)	-24	1	4	/	0	22	/	/	2
CCOc1ccc2nc(NC(=O)C3CCCN(S(=O)(=O)c4cccs4)C3)sc2c1 (configuration not stated)	9	-3	-36	-8	-9	9	-13	-3	-24
Cc1csc(NC(=O)CSc2ccc(-c3ccccc3)nn2)n1	-10	5	8	7	-11	4	-4	3	2
CCCNC(=O)[C@H](Cc1c[nH]c2ccccc12)NC(=O)c1ccccc1Cl	-6	2	6	-3	-2	13	-2	-1	-5
O=C(c1cccc(S(=O)(=O)N2CCCCC2)c1)N1CCOCC1	2	-6	-7	-5	5	-3	4	-6	0
CCOC(=O)N1CCN(C(=O)c2ccc3c(c2)sc2nc(-c4ccc(OC)cc4)cn23)CC1	0	3	7	11	7	16	-2	-1	3
O=C(NCc1ccco1)c1c(O)c2cccc3c2n(c1=O)CCC3	1	1	5	3	15	-1	-5	-1	0
Cc1coc2c(C)c3oc(=O)c(CC(=O)N[C@@H](CC(C)C)C(=O)O)c(C)c3cc12	-11	-1	3	4	-15	1	4	0	2
COc1ccccc1CCc1nnc(CCC(=O)NCCOc2cccnc2)o1	-3	0	-5	0	-13	-2	-2	-6	-3
COC(=O)CSc1nc(Cc2ccccc2)nc2ccccc12	9	4	0	8	3	-7	-5	9	-4
CS(=O)(=O)c1ccc(C(=O)Nc2cccc(-c3nc4ccccc4[nH]3)c2)cc1	6	-7	-21	-1	3	-6	-16	-8	-17
Cc1cccc(NC(=O)CCCSc2nc3ccccc3[nH]2)c1	7	1	-3	0	-12	3	-4	3	-2
COc1cccc(OC)c1C(=O)NCC12CC3CC(C1)CC(CNC(=O)c1c(OC)cccc1OC)(C3)C2	14	0	8	2	9	-10	1	2	0
CCCNC(=S)N1CCCC(c2nc3ccccc3[nH]2)C1 (configuration not stated)	-1	1	7	7	2	-1	2	-3	1
COCCn1nnnc1C(CC(C)C)N1CCN(c2nc3ccccc3s2)CC1 (configuration not stated)	-12	5	4	4	5	27	6	7	4
Clc1ccccc1COc1ccccc1-c1nnco1	-9	1	-6	7	0	4	6	10	-2
COc1ccccc1CNC(=O)C1CCC1	-13	2	-4	2	-14	5	0	3	-2
CCOC(=O)C1CCN(C(=O)CCc2c(C)nc3ncnn3c2C)CC1	8	6	9	3	-8	-6	-12	-3	0
CC(=O)Nc1ccc(S(=O)(=O)N(C)CC(=O)NC2CCCCCCC2)cc1	/	2	/	13	/	-2	1	1	/
CCOc1ccc(C2NC(=O)c3ccccc3O2)cc1OCC (configuration not stated)	-5	5	0	0	-14	-7	8	-2	-3
COc1ccc(CNC(=O)CCNS(=O)(=O)c2ccc(Cl)cc2)cc1	2	-2	-2	12	2	15	10	4	2
CN1CCN(CCCNC(=O)c2cc3c(=O)n(C)c4ccccc4c3s2)CC1	2	5	2	3	16	0	3	9	-4
CC1(C)C2CCC1(CS(=O)(=O)NCCc1c[nH]c3ccccc13)C(=O)C2 (configuration not stated)	7	5	-3	17	10	11	5	5	1
Cc1ccc(CNC(=O)C(=O)NCC2OCCN2S(=O)(=O)c2cccs2)cc1 (configuration not stated)	11	8	-5	17	23	7	-2	-7	1
CCOc1ccc(-c2nc(S(=O)(=O)c3ccccc3)c(N3CCOCC3)o2)cc1	1	2	-4	1	1	3	1	4	2
Cc1[nH]c(C)c2c(=O)n(Cc3ccc(Cl)cc3)ncc12	-4	1	8	13	-8	2	5	6	-4
CCCCc1ccc(NC(=O)C(=O)NCCN2CCN(C(=O)c3ccc([N+](=O)[O-])cc3)CC2)cc1	-6	-1	2	0	-6	-1	2	8	0
Cc1[nH]n(-c2ccccc2)c(=O)c1N=Nc1ccccc1	-12	-1	-1	4	-9	2	0	6	2
Cc1nnc(-c2cccc(Br)c2)c2cn(-c3ccc(Br)cc3)nc12	10	3	-23	-1	-18	-3	-18	2	-20
COc1ccc(NC(=O)Oc2ccccc2)cc1Cl	-3	-1	-2	2	12	-8	-4	9	-3
COc1cccc(-c2csc(NC(=O)Oc3ccccc3)n2)c1	14	1	1	0	-8	10	-4	-9	0

Taken from above for reference:
SMILES	EBNA-1 inhibitor	pPAFAH FP inh	LYPLA2 inh	PAFAH1B2 FP inh	ZTA counter	PREPL inh	PAFAH2 FP inh	PAFAH1B3 FP inh	LYPLA1 counter
CN1CCN(CCCNC(=O)c2cc3c(=O)n(C)c4ccccc4c3s2)CC1	2	5	2	3	16	0	3	9	-4
CC1(C)C2CCC1(CS(=O)(=O)NCCc1c[nH]c3ccccc13)C(=O)C2 (configuration not stated)	7	5	-3	17	10	11	5	5	1
Cc1ccc(CNC(=O)C(=O)NCC2OCCN2S(=O)(=O)c2cccs2)cc1 (configuration not stated)	11	8	-5	17	23	7	-2	-7	1

Later entries.
SMILES	EBNA-1 inhibitor	pPAFAH FP inh	LYPLA2 inh	PAFAH1B2 FP inh	ZTA counter	PREPL inh	PAFAH2 FP inh	PAFAH1B3 FP inh	LYPLA1 counter
CCn1c(=O)cc(OCC(=O)Nc2ccccc2C#N)c2ccccc21	6	3	2	5	-22	-1	5	12	2
COc1cc(C2c3[nH]c4ccccc4c3C[C@H]3C(=O)N(C4CC4)CC(=O)N23)ccc1OC(C)C (some centres not stated)	-3	4	-6	4	3	4	5	7	-1
CC1CC(C(F)(F)F)n2nc(C(=O)O)cc2N1 (configuration not stated)	7	4	7	3	9	10	-2	-3	3
COc1ccc(/C=C2\SC(=S)N(CCC(=O)Nc3cccc(O)c3)C2=O)cc1OC	3	-7	-17	-1	11	-5	-8	3	-9
COCCNC(=O)COc1ccc(N(C)S(=O)(=O)c2ccc3ccccc3c2)cc1	-4	8	7	3	6	5	3	4	3
NC(=O)c1cccc(S(=O)(=O)N2CCCCC2)c1	1	0	4	3	-1	10	2	0	1
Cc1c(C(=O)NC(C)C)oc2c1-c1[nH]ncc1CC2	-7	-1	-15	0	6	2	-3	3	-1
COc1ccc(C2(C(=O)NCCCN3CCOCC3)CCOCC2)cc1	0	-2	2	2	-9	12	-4	11	5
COc1ccc(C2CC(c3ccccc3)=NN2C(=O)COC(=O)c2cccc(N)c2)cc1 (configuration not stated)	/	12	/	3	/	17	9	4	/
Cc1ccc(C(=O)CN(CCCC(N)=O)C(=O)c2ccncc2)cc1	7	2	-3	9	16	-2	-4	4	-1
COc1ccc(CCNC(=O)c2c(Cl)ccc(Cl)c2OC)cc1OC	1	1	1	-4	12	-3	0	5	4
C[C@H](CO)N1C[C@H](C)[C@@H](CN(C)Cc2ccc(Cl)c(Cl)c2)Oc2c(NC(=O)CCC(F)(F)F)cccc2C1=O	/	-3	/	-3	/	24	5	2	/
COC(=O)C1=Cc2cc(OC)cc([N+](=O)[O-])c2OC1N1CCOCC1 (configuration not stated)	-12	3	3	5	-9	-4	2	9	3
O=Cc1cccc(Oc2ccc([N+](=O)[O-])cc2[N+](=O)[O-])c1	-16	2	42*	10	0	34	10	2	0
Cc1cccc(CSc2nnc(NC(=O)CSc3nnc(C)s3)s2)c1	1	4	3	5	-2	10	6	4	0
CCOC(CC(=O)NNC(=O)c1c(-c2c(Cl)cccc2Cl)noc1C)OCC	2	1	-1	/	-1	-4	/	/	-1
c1ccc(Nc2scc(-c3ccccc3)[n+]2Cc2ccco2)cc1	10	5	0	7	-7	8	6	2	-4
NC(=S)NNC(=O)c1cccc(Br)c1	-7	-3	-7	/	2	14	/	/	-1
Cc1cc(Nc2cccc(Cl)c2)n2ncnc2n1	-2	0	-8	0	4	9	-2	-4	5
Nn1c(-c2ccccc2)cc(-c2ccccc2)cc1=O	3	5	13	2	-2	3	7	-1	2
NC1=NC(=O)C(Cc2cccc(Cl)c2)S1 (configuration not stated)	-4	0	-3	5	-11	-6	-1	3	1
O=C(CSc1ccc(-c2ccccn2)nn1)N1CCCC1	2	-4	6	1	-11	1	-2	-4	3
COc1cccc(-n2nnc3c(=O)n(Cc4ccc(Cl)cc4)cnc32)c1	12	0	0	7	-12	7	-4	2	-3
Cc1ccc(/C=C2\SC(=S)N(Cc3ccccc3)C2=O)o1	-8	10	-5	-2	-8	0	-3	0	0
CCOc1ncccc1C(=O)N(C)CC1COc2ccccc2O1 (configuration not stated)	16	5	3	5	15	14	-5	1	-2
COC(=O)CN(c1ccc(OCc2ccccc2)cc1)S(C)(=O)=O	9	2	-7	3	25	-3	-6	8	1
CC(=O)Nc1nc2ccccc2n1CCN(C)C	2	4	0	-2	11	-4	3	5	1
Cc1nc(-c2ccccc2)sc1C1(C)CC(c2ccc([N+](=O)[O-])cc2)=NO1 (configuration not stated)	-7	0	6	6	-2	-15	2	5	-3
CC1CCCCC1NC(=O)COCc1cc(-c2cccs2)on1 (configuration not stated)	8	3	2	2	10	18	5	15	-1
COc1ccccc1N(CC(=O)NCc1ccc2c(c1)OCO2)C(=O)CCC(=O)Nc1nccs1	-3	0	4	5	7	2	6	2	-1
O=c1[nH]cnc2c1C1(CCCC1)Cc1ccccc1-2	0	4	-6	19	9	-12	-6	2	3
O=C(c1ccncc1)c1ccc([N+](=O)[O-])cc1	2	2	8	5	-8	10	4	-2	2
CCCCS(=O)(=O)Nc1ccc(Cc2ccncc2)cc1	12	8	2	8	0	4	2	7	1
COc1ccc(C)cc1NC(=O)COC(=O)c1ccc2c(c1)OCCO2	/	1	2	6	1	-12	20	12	2
Cn1cc(CN2CCCC(C(=O)c3nccn3C)C2)c(-c2cccc(Cl)c2)n1 (configuration not stated)	-3	2	1	-2	5	14	7	11	1
COc1ccc(N2C(=O)CSCC2=O)cc1OC	11	3	5	3	-29	3	0	2	2
O=C(NCc1ccon1)c1ccc(OC2CCN(CCc3ccccc3)CC2)cc1	0	10	8	3	-5	2	3	10	4
C=CCn1c(SCc2c(F)c(F)c(F)c(F)c2F)nc(O)cc1=O	4	11	-4	6	22	-2	-3	7	-2
CC(C)CNC(=O)COc1ncnc2sccc12	-1	3	0	7	-22	-3	-5	1	4
O=C(COC(=O)CC12CC3CC(CC(C3)C1)C2)Nc1cccnc1Cl	-11	0	-7	15	20	1	2	0	0
O=C(Nc1ccccc1)c1cn2ccccc2n1	-3	3	1	-7	1	4	-8	-3	-5
c1ccc2c(c1)OCCOCCOCCOCCOCCOc1ccccc1OCCOCCOCCO2	2	0	2	-1	-7	15	-2	-6	3

Assay outcomes: PubChem BioAssay, The Scripps Research Institute Molecular Screening Center
